PGC1a acetyl inh: lowers PGC1a acetylation signal in U2OS cells. AlphaScreen anti-acetyl-lysine; with virally co-expressed GCN5 acetyltransferase. inhibition, % at 15.6 µM. hit rate 0.17% among 350,000. AID 651687;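 active = every replicate shows inhibition of at least 40%; inconclusive = mean inhibition at least 40% but some replicate below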;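 note: 0% = neutral control wells and 100% = positive control wells; some results beyond the cut were filed as inactive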
GSIS activator: GLuc luminescence reporter in INS-1E cells, primary screen for activators of glucose-dependent secretion of insulin; AID 743287; hit rate 0.61% among 370,000; INS-1E GLuc reporter insulin secretion, 2-3 h; activation, % at 16.6 µM;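 active = lowest replicate activation of at least 40%, so every replicate reaches that level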;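 note: 0% = median of neutral control wells and 100% = median of IBMX positive control wells; some compounds called inactive have numbers as strong as hits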
CFTR F508del cor: correctors of CFTR F508del function in bronchial epithelial cells | activity (quench increase), % at 7.58 µM | hit rate 0.36% among 350,000 | CFBE cells, YFP halide quenching; stimulated with forskolin plus potentiator P3; % fluorescence drop versus neutral controls;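 active = mean added fluorescence quench of at least 8% versus neutral control, with both replicates also reaching 8%; inconclusive = only one of the mean or replicate conditions met; inactive = mean below 8% and not both replicates reaching 8%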;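 note: cells transiently co-express mutant CFTR-F508del with the halide-sensitive YFP; corrector assay measuring rescue of mutant channel to the surface after 24 h compound exposure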
Cneo AK release: Cryptococcus neoformans lysis via adenylate kinase release | C. neoformans lysis, adenylate kinase release luminescence, 4 h; normalised: neutral wells 0, clomiphene wells 100 | lysis activity, % at 15 µM | hit rate 0.2% among 360,000 | AID 651654;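 active = mean lysis activity across replicates of at least 80%, whatever share of replicates individually reach that level; inactive = mean lysis activity below 80%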
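Test system: log-phase Cryptococcus neoformans yeast cells. Input: 5 × 10^6 yeast cells/mL. Medium: fresh YPD growth medium. Doses: single dose. Incubation: static 4 h at 37 °C with compound, 1 h detection. Measured by: luminescent adenylate kinase detection reagent. Read-out: signal increase indicating cell lysis. Benchmarks: Clomiphene.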
miR122 inh: miR-122 inhibition in Huh7 cells. activation (reporter increase), % at 12.5 µM. hit rate 0.3% among 340,000. AID 602342. Huh7 miR-122 Renilla luciferase sensor, 48 h; neutral wells = 0, positive control = 100;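 active = mean replicate activation score at least 90 and every replicate individually at or above 90; inconclusive = only one of the two criteria met; inactive = neither criterion met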;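 note: higher luciferase means less miR-122 activity so hits act as miR-122 inhibitors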
Statin myotox sup: protects C2C12 myotubes from simvastatin toxicity; ATP luminescence, 48 h; scaled: DMSO 0, geranylgeraniol control 100; rescue of ATP level, % at 7.49 µM; hit rate 0.78% among 330,000; AID 602340;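 active = mean ATP rescue above about 67%, or every replicate alone reaching that limit, limit read from the data, passing the limit was not always enough; inconclusive = no clear call, values can overlap the other calls; inactive = mean under the limit and some replicate under it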;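 note: myotubes were challenged with 10 µM simvastatin during compound exposure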
PglD inh: blocks C. jejuni PglD acetyltransferase activity; purified PglD enzyme, DTNB colorimetric CoA detection; hit rate 0.098% among 360,000; inhibition, % at 12.5 µM; in the data active = inhibition above about 16%, passing the limit was not always enough; inconclusive = no clear call, values can overlap the other calls; note: strong numbers were not always called active
FN deposition inh: fibronectin deposition inhibition; AH1F fibroblasts, Alexa488-fibronectin deposition fluorescence, overnight; inhibition, % at 12.6 µM; hit rate 0.086% among 350,000;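 active = mean inhibition across replicates of 30% or more, regardless of how many single replicates reach that level; inconclusive = mean under 30% yet at least half of replicates reach 30%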;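 note: positive control wells lacked labelled fibronectin entirely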
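Assay system: AH1F fibroblast monolayer, labelled fibronectin deposition. Amount: 10000 cells per well. Also added: labelled fibronectin 24 nM. Compound: single-point pinned compound. Incubation: cell attachment 1 h, compound and FN exposure overnight. Detection: fluorescence after three HBSS washes, excitation 485 nm, emission 525 nm. Read-out: inhibition of fibronectin deposition signal.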
The depositor's hits bear a star; ? = inconclusive; nt = not tested or not shown; [ ] = another dose, or the depositor's remark.

The line under a structure holds: PGC1a acetyl inh, GSIS activator, CFTR F508del cor, Cneo AK release, miR122 inh, Statin myotox sup, PglD inh, FN deposition inh
- O=C(Cc1ccc(Cl)cc1)N/N=C/c1c(Cl)cccc1Cl
 : nt, 6, nt, 0, -1, nt, -6, 2
- CCCc1cc(Nc2ccc(C)cc2)n2ncnc2n1
 : -40, -1, 0.8, -1, 4, 5, 0, -3
- COc1ccc(C#Cc2cnc3c(c2)C(=O)N([C@H](C)CO)C[C@H](C)[C@H](CN(C)C(C)=O)O3)cc1
 : -9, 12, 2.5, -5, 33[16.7 µM], 27, 1, 4
- COc1cccc(NC(=O)C(C)N2C(=O)c3ccccc3C2=O)c1 (stereo unspecified)
 : -2, 2, -0.2, -3, -4, -6, 1, -12
- O=C(CSc1n[nH]c(=O)[nH]c1=O)Nc1ccc(SC(F)F)cc1
 : -3, nt, -0.5, -3, 0, 0, -2, nt
- CC(O)C(NC(=O)OCc1ccccc1)C(=O)OCc1ccccc1 (stereo unspecified)
 : 3, -14, -2.0, 1, -7, -1, 1, -9
- COc1cccc(CNC(=O)C[C@@H]2C=C[C@@H](NC(=O)C3CCOCC3)[C@@H](CO)O2)c1
 : 6, 7, 2.9, 0, nt, 2, 5, 10
- Cc1cccc(N=Nc2c(N)n[nH]c2N)c1
 : nt, nt, -1.1, -4, nt, 8, -12, -7
- COc1ccccc1N1CC(C(=O)OCC(=O)c2c(N)n(C)c(=O)n(C)c2=O)CC1=O (stereo unspecified)
 : -4, 15, 0.6, -1, -3, 1, 4, 0
- COc1cc(-c2cc(=O)c3c(O)cc(O)cc3o2)ccc1O
 : -7, nt, nt, 0, -4, 26, 0, nt
- COc1c2ccoc2nc2c(OC)c(OCC(O)C(C)(C)O)ccc12 (stereo unspecified)
 : -7, 5, nt, 0, -21, 0, 1, nt
- O=C(O)c1ccccc1CSc1nnc2c(n1)[nH]c1ccccc12
 : 0, 18, 1.2, 0, -5, 1, -5, 6
- C=CCN1C=CC(=O)CC1
 : -7, 8, -0.9, -1, 5, 3, -3, -8
- CCCn1cc(CN2CCC(n3nccc3NC(=O)C(OC)c3ccccc3)CC2)c(C)n1 (stereo unspecified)
 : 10, 11, -1.4, 1, -4, 0, 1, -10
- NC(=O)CC(NC(=O)Cc1cccc2ccccc12)c1ccc(NCc2ccc(F)cc2)c([N+](=O)[O-])c1 (stereo unspecified)
 : nt, nt, 3.0, -1, 7, 6, 0, 8
- COc1ccc(S(=O)(=O)N2CCOCC2)cc1NC(=O)CSc1nnc2c(n1)[nH]c1ccccc12
 : 0, 18, 1.8, 3, 22, -18, -3, 4
- COc1ccc(Oc2coc3cc(OC(=O)/C=C/c4ccc(F)cc4)ccc3c2=O)cc1
 : nt, 18, -0.9, -1, 0, nt, 6, -8
- COc1ccc(C2(C)NC(=O)N(CC(=O)NC3(C#N)CCCCC3)C2=O)cc1 (stereo unspecified)
 : 6, 10, -2.9, 2, 3, nt, 0, 3
- COc1cccc(C(C)(O)c2nc(-c3ccccc3)cs2)c1 (stereo unspecified)
 : -5, -10, -0.4, 2, 1, 46, -1, 11
- CC(C(=O)O)c1n[nH]c(=O)c2ccccc12 (stereo unspecified)
 : 6, nt, nt, 2, 3, -7, 3, nt
- C[C@H](O)C#Cc1ccc2c(c1)O[C@@H](CN(C)CC1CC1)[C@H](C)CN([C@@H](C)CO)S2(=O)=O
 : 2, 0, 0.6, nt, -5[16.7 µM], -20, nt, nt
- O=C(Nc1ccccc1N1CCN(C(=O)c2ccc(Cl)cc2)CC1)c1cccc(F)c1
 : -5, -18, 2.2, 13, 3, -1, 1, 3
- COc1ccc(-c2c(C)c3cc(O)ccc3oc2=O)cc1OC
 : -5, 7, -0.9, -1, 2, 5, 5, 12
- COc1cc2c(cc1OC)C(c1cccc(Br)c1)CC(=O)N2 (stereo unspecified)
 : -11, 22, 1.9, -1, -1, 19, -5, -2
- O=C(C[C@H]1CC[C@H]2[C@@H](COC[C@@H](O)CN2C(=O)c2ccc(F)cc2)O1)N1CCCCC1
 : 1, 2, -1.3, 4, -6[16.7 µM], 17, 0, 7
- CNC[C@H]1OCCCC[C@@H](C)Oc2ccc(NC(=O)Nc3c(C)noc3C)cc2C(=O)N([C@@H](C)CO)C[C@@H]1C
 : 13, 8, 3.2, -2, -2[16.7 µM], -5, -1, nt
- CC(C)Oc1ccc(S(=O)(=O)N2CCOCC2)cc1NC(=O)CN1C(=O)NC2(CCCC2)C1=O
 : nt, -3, -2.7, -2, 2, 0, 1, 3
- O=C(OCc1ccccc1)N1CCC2CC1c1cc(N3CCN(C(=S)NCCc4ccccc4)CC3)ccc12 (stereo unspecified)
 : -5, -44, -3.6, 0, -1, -25, -7, -14
- O=C(C[C@H]1CC[C@@H](NC(=O)Nc2ccc3c(c2)OCO3)[C@@H](CO)O1)NCc1ccc2c(c1)OCO2
 : -9, -16, 2.1, -1, nt, 4, -3, nt
- CN(Cc1ccccc1)CC(O)COc1ccc(CNCc2ccc(Cl)s2)cc1 (stereo unspecified)
 : -13, -10, -4.2, 3, 1, -26, 1, nt
- COc1ccc(S(=O)(=O)Nc2ccc3c(c2)CC(=O)N([C@H](C)CO)C[C@@H](C)[C@@H](CN(C)Cc2ccc(Cl)c(Cl)c2)O3)cc1
 : -22, -19, 3.8, 46, -6[16.7 µM], ?, -3, nt
- CN1CCC(NC(=S)Nc2cccc([N+](=O)[O-])c2)CC1
 : -7, 0, -1.4, nt, nt, nt, nt, -5
- O=C(Oc1cccc(/C=N/NC(=O)c2ccccn2)c1)c1ccc([N+](=O)[O-])cc1
 : -5, 5, 0.9, -1, 1, -1, -5, nt
- O=C(OCC(=O)N1CCOCC1)c1ccc(Cl)nc1
 : 7, -4, -4.5, -3, -7, 8, 7, nt
- O=C(O)COc1ccccc1/C=N/NC(=O)c1cc(-c2ccccc2)nc2ccccc12
 : 4, -15, 3.2, -4, -2, 4, 1, -1
- O=S1(=O)N=C(N2CCN(Cc3ccc4c(c3)OCO4)CC2)c2ccccc21
 : 9, -3, -4.2, 8, 4, 43, 6, nt
- Cc1cccc(S(=O)(=O)N2CCCCN3[C@@H](CO)[C@@H](c4ccc(C#C[C@@H](C)O)cc4)[C@@H]3C2)c1
 : -12, -7, 0.6, 4, 6[16.7 µM], -13, 6, nt
- CCOC(=O)CSc1nnc(NC(=O)CCc2ccccc2)s1
 : -1, 12, 0.8, -1, 0, -6, 3, 11
- Cc1cc(C(=O)NNC(=O)C(C)(C)Oc2ccc(Cl)cc2)c(C)o1
 : -3, -9, -2.3, 0, -1, -17, 1, -7
- CCCNC(=O)C[C@@H]1CC[C@@H]2[C@@H](COc3ccc(NC(=O)Cc4cccs4)cc3C(=O)N2C)O1
 : 5, 12, -1.2, 56, -30[16.7 µM], -1, -5, -5
- Cc1cccc(C(=O)NCC(=O)NCCCSc2ccccc2)c1
 : 11, 1, 2.7, -1, 0, 27, -3, -3
- COc1ccc(Cn2nnc3c(C)n[nH]c(=O)c32)cc1
 : nt, 4, 3.1, -5, -5, 8, 1, 0
- COc1ccc2nc(/C=N/NC(=O)[C@@H]3CCCN3C(=O)OC(C)(C)C)ccc2c1
 : 6, 3, -1.8, 3, 1, nt, -4, -1
- O=C(C[C@H]1CC[C@@H]2[C@H](COC[C@H](O)CN2S(=O)(=O)c2ccc(Cl)cc2)O1)NCc1ccc(Cl)c(Cl)c1
 : 0, -26, 4.0, 0, -20[16.7 µM], -18, -1, -1
- CCCCOC(=O)c1ccc(NC(=O)c2cnccn2)cc1
 : 4, nt, nt, -6, 0, 0, -2, 1
- C[C@@H]1CN([C@H](C)CO)C(=O)c2cc(NC(=O)Cc3ccccc3)ccc2O[C@@H](C)CCCCO[C@H]1CN(C)Cc1ccccc1
 : -9, -13, 1.9, 5, 1[16.7 µM], nt, 2, 2
- CC(CC(=O)c1ccccc1)=NCCCN=C(C)CC(=O)c1ccccc1
 : nt, -17, 2.5, -5, nt, nt, -1, 0
- CC(C)C(NC(=O)c1ccco1)C(=O)OCc1cc([N+](=O)[O-])cc2c1OCOC2 (stereo unspecified)
 : 7, 22, 1.1, -2, -5, 3, -2, 8
- CCOc1ccccc1NC(=O)CSc1nnc(CCC(=O)Nc2ccccc2F)n1C
 : -2, 4, 3.5, 1, -10, -4, 0, -12
- C[C@@H]1CN([C@@H](C)CO)C(=O)c2cc(-c3ccc(F)cc3)cnc2O[C@H]1CN(C)Cc1ccc(C(=O)O)cc1
 : -16, 5, -2.2, -1, -5[16.7 µM], -5, 1, nt
- CCc1ccccc1NC(=O)C(C)n1nc([N+](=O)[O-])c(Br)c1C (stereo unspecified)
 : 0, -3, -0.2, 1, nt, 15, 0, nt
- C[C@H](NC(=O)c1nc[nH]c1C(=O)N[C@@H](Cc1ccccc1)C(=O)OC(C)(C)C)c1ccccc1
 : nt, nt, -2.8, -8, nt, 3, 3, -9
- Cc1ccc(NS(=O)(=O)c2cc(C(=O)NCCSC3CCCCC3)ccc2C)cc1
 : -3, -28, nt, 5, 122*, 19, 3, -15
- Oc1ccccc1/C=N/Nc1ncc(Br)cn1
 : 27, -2, 7.3, 3, -4, ?, -1, 4
- CC(=O)N1CCc2cc(S(=O)(=O)NCCC(=O)Nc3ccc4c(c3)OCCO4)ccc21
 : 5, nt, nt, -2, 2, 4, 6, nt
- COc1ccccc1CN1CCN(C(=O)c2ccco2)CC1
 : 9, 2, 0.5, -5, -2, -4, 4, 9
- C[C@@H]1CCCCO[C@@H](CN(C)C)[C@H](C)CN([C@@H](C)CO)C(=O)c2cc(NC(=O)CCCN(C)C)ccc2O1
 : -5, 45, -3.0, nt, 5[16.7 µM], -24, nt, -11
- COc1ccc2c3c(n(C)c2c1)[C@@H](CO)N(S(C)(=O)=O)CC31CCN(C(=O)Nc2cccc(F)c2)CC1
 : 15, -13, -4.1, nt, nt, nt, nt, -1
- CO[C@H]1CN(C)C(=O)c2cc(NC(=O)Nc3ccccc3F)ccc2OC[C@@H](C)NC[C@@H]1C
 : -3, -1, 1.3, -3, -13[16.7 µM], -10, -3, -1
- COc1ccc(C(=O)N2C[C@@H]3[C@H](c4ccccc42)[C@@H](CO)N3Cc2ccccc2Cl)cc1
 : -24, -8, 2.7, -3, 45[16.7 µM], -27, -2, -2

More results
The line under a structure holds: PGC1a acetyl inh, GSIS activator, CFTR F508del cor, Cneo AK release, miR122 inh, Statin myotox sup, PglD inh, FN deposition inh
- CC(C)NC(=S)N1CCCN(c2ncccc2[N+](=O)[O-])CC1
 : 17, 9, 2.1, 3, -6, 1, 3, 1
- NC(Cc1ccc(Cl)cc1)c1csc(Nc2ccc(C(=O)c3ccccc3)cc2)n1 (stereo unspecified)
 : -43, -5, 1.2, 1, -21, -33, -4, 7
- CCc1ccc(NC(=S)N(CCN2CCCCC2)Cc2ccco2)cc1
 : nt, 7, nt, 3, 11, nt, -4, 0
- COc1ccc(CCN(C)C(=O)c2cc(-c3ccccc3)nc3ccc(C)cc23)cc1OC
 : nt, 19, -0.4, 1, nt, nt, 3, nt
- COc1ccc(NC(=O)Nc2ccc3c(c2)C(=O)N([C@@H](C)CO)C[C@@H](C)[C@@H](CN(C)S(=O)(=O)c2ccc(F)cc2)O3)cc1
 : 2, -35, 0.3, -3, 13[16.7 µM], -2, 0, nt

Source: PubChem BioAssay (Broad Institute)

Compounds as they come; 2.1% or so of the library scored in one or more.
